GAA glycogen: GAA glycogen-cleavage inhibition or activation. recombinant GAA, glycogen substrate, Amplex Red glucose oxidase fluorescence. Potency, µM (top dose mostly 76.4 µM), inactives show top-dose activity change, negative = inhibition, most hits filed as inhibitors. 300,000 compounds, 0.38% hits;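 also: 0% = full enzyme reaction and -100% = no-enzyme basal signal; the screen sought inhibitors and activators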
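Recombinant human enzyme (4 nM); glycogen substrate; 37 C, 40 min, pH 5.0. Readout: coupled glucose oxidase/Amplex Red fluorescence.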
aGal spleen mod: inhibits or activates alpha-galactosidase in human spleen homogenate. human spleen homogenate, 4MU-alpha-Gal fluorescence, 40 min. P06280. Potency, µM (series often up to 80 µM), for inactives: at the top dose activity change, negative = inhibition, usual class: inhibitors. 240,000 compounds, 0.008% hits;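 also: 0% = enzyme with vehicle and -100% = no enzyme basal signal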
Target sequence (P06280 32-429 limits assumed): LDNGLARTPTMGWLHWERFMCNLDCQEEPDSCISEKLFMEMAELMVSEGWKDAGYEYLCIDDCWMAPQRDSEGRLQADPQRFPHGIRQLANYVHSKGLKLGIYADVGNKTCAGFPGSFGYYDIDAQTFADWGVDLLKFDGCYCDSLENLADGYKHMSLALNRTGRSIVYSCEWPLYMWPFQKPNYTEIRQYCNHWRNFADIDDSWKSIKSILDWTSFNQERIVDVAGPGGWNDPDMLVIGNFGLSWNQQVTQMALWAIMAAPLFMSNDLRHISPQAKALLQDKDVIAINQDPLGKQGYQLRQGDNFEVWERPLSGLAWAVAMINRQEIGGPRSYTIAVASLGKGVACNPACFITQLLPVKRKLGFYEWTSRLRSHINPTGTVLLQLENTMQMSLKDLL
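Fluorogenic readout (Ex 365/Em 440 nm) of 4-methylumbelliferone released from 1 mM 4-MU-alpha-galactoside by spleen homogenate, 40 min at 37C, pH 5.0. Data normalized to no-enzyme and enzyme controls; Hill-equation AC50 from compound titrations.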
Tau fluor counter: counter-screen for tau fibril formation inhibitors; Potency, µM (highest dose often 57.7 µM), without a hit: at the highest dose activity change, negative = decrease; 280,000 compounds, 0.93% hits; tau K18 P301L Alexa594 fluorescence, heparin fibrillization; also: % is scaled to controls: 0 for no effect and ±100 for the full control effect; nearly all actives have a fitted effect of over 55% in size
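Human tau K18 P301L (15 uM unlabeled, 0.24 uM Alexa 594-labeled) in 100 mM sodium acetate pH 7 with 20 uM heparin, 6 hr at 37 C. ThT 30 uM added, 1 hr ambient; Alexa 594 FP and total fluorescence read at 555/632 nm.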
HTT cytoprotect: protects HTT-Q103 PC12 cells, measured by ATP | PC12 HTT-Q103 induced, cytoprotection, ATP luminescence, 40 h | Potency, µM (series often up to 56.4 µM), for the others: cytoprotection (ATP increase), most hits filed as activators | 230,000 compounds, 0.14% hits | AID 1471;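 also: % of control where 0% means no effect; nearly all actives have a fitted effect of over 45% in size; toxic huntingtin expression switched on by the ecdysone agonist tebufenozide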
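Stable PC12 Q103-GFP cells in serum-supplemented, phenol red-free DMEM; induction by tebufenozide at 100 nM final; compound dose series; cell viability quantified luminescently from ATP.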
Tau FP inhib: inhibitors of human tau fibril formation | P10636 | K18 P301L tau heparin fibrillization, Alexa594 FP, 6 h | Potency, µM (series often up to 57.7 µM), for the others: top-dose activity, negative = inhibition, actives largely listed as inhibitors | 280,000 compounds, 0.39% hits; also: % is scaled to controls: 0 for no effect and ±100 for the full control effect; nearly all actives have a fitted effect of over 55% in size
Target sequence (P10636 561-689 P618L limits assumed): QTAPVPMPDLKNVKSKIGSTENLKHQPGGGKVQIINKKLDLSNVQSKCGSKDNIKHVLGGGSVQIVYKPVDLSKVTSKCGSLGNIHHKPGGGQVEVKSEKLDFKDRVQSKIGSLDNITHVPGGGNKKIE
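Quantitative HTS format: compounds meet 15 uM recombinant K18 P301L tau and Alexa 594-tau tracer in 100 mM sodium acetate pH 7; 20 uM heparin triggers fibrillization at 37 C over 6 hr; FP gives the signal.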
GAA inhib: alpha-glucosidase (human) inhibition | purified human GAA, 4-MU-alpha-glucoside fluorescence | P10253 | AID 1466 | 200,000 compounds, 0.005% hits | Potency, µM (titrated, usually from 76.9 µM), for the others: at the highest dose activity change, negative = inhibition, most hits filed as inhibitors;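 also: plate controls were uninhibited enzyme wells for no effect and no-enzyme background for full effect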
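Endpoint fluorogenic read: 20 min room-temperature reaction of 4 nM human alpha-glucosidase with 400 uM 4-methylumbelliferyl-alpha-D-pyranoside, pH 5.0, quenched with 1M NaOH/1M glycine pH 10. AC50 from Hill modeling.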
GAA spleen mod: lysosomal alpha-glucosidase (human) modulation; P10253; human spleen homogenate, 4-MU-alpha-glucoside fluorescence; Potency, µM (top dose mostly 79.9 µM), for inactives: at the top dose activity change, negative = inhibition, most hits filed as inhibitors; 240,000 compounds, 0.006% hits; AID 2112;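 also: 0% = enzyme with vehicle and -100% = no enzyme basal signal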
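Human spleen homogenate (1 ug) with 4-methylumbelliferyl-alpha-D-glucopyranoside (1 mM final) in 50 mM citrate/phosphate pH 5.0, 0.01% Tween-20; 40 min at 37 C. Stopped at pH 10; 4-MU fluorescence Ex 365/Em 440 nm; AC50 by Hill fit.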
Tau ThT inhib: tau fibrillization inhibition (ThT binding); 270,000 compounds, 2.1% hits; recombinant tau K18 P301L (four-repeat tau fragment), heparin-induced fibrillization, ThT fluorescence; Potency, µM (highest dose often 57.4 µM), inactives show at the highest dose activity, negative = inhibition, actives largely listed as inhibitors; also: % is scaled to controls: 0 for no effect and ±100 for the full control effect; nearly all actives have a fitted effect of over 55% in size
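Heparin-induced (20 uM) aggregation of recombinant human K18 P301L tau, 15 uM unlabeled with 0.24 uM labeled, pH 7 acetate buffer, 6 hr at 37 C with compound. Fibrils quantified by 30 uM ThT fluorescence after 1 hr ambient incubation.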
Active calls of the source: *; ? = inconclusive; . = no result given; & = joins results of further samples; [ ] = dose if it differs, or a comment. Calls follow the shape of the dose curve; as a rule, active = well fitted curve in the direction sought with a large enough effect; inconclusive = small, poorly fitted or top-dose-only effect, or another doubt; inactive = no such curve, though single readings can be large; an effect the other way counts as inactive or inconclusive. Potency is read from the fitted curve at half-maximal effect.

(1) O=C(c1ccc(CS(=O)(=O)c2c(Cl)cccc2Cl)o1)N1CCN(c2ccccc2)CC1
(2) Cc1cccc(NC(=O)CSc2nsc(SCC(=O)Nc3cccc(C)c3)c2C#N)c1
(3) COc1ccc(C(=O)N/N=C(\C)CC(=O)Nc2ccc3c(c2)OCO3)cc1
(4) Cc1nc(NC(=O)C23CC4CC(CC(C4)C2)C3)sc1Cc1ccc2c(c1)OCO2
(5) COc1ccc(N2CCN(CCNC(=O)C3CC(=O)N(C4CCCC4)C3)CC2)cc1 (stereo not drawn)
(6) COc1ccc(NC(=O)c2ccccc2)c([N+](=O)[O-])c1
(7) CC(=O)N1CCN(C(=O)c2ccc(Oc3ccccc3)cc2)CC1
(8) CC(C)N=C(NC#N)SCc1ccc(Br)cc1

compound no.	1	2	3	4	5	6	7	8
GAA glycogen	0%[76.3 µM]	-4%	-12%	13%	-8%	-6%	0%	-4%
aGal spleen mod	.	3%	8%	3%	4%	-6%	5%	-7%
Tau fluor counter	-23%	0%	-2%	-14%	-4%	-13%	-12%	-4%
HTT cytoprotect	.	27%[10 µM]	7%[10 µM]	?	-14%	-5%	-39%	13%
Tau FP inhib	6%	5%	3%	-6%	-4%	3%	4%	-2%
GAA inhib	.	-1%	.	0%	2%	0%	-5%	-7%
GAA spleen mod	.	-18%	-6%	3%	-8%	-2%	11%	-5%
Tau ThT inhib	-7%	5%	-11%	-7%	-9%	?	-15%	-4%

(9) CC1(C)SC[C@H](C(=O)Nc2cccc(Cl)c2)N1C=O
(10) COc1cc(C=O)c(Br)cc1OCC(=O)NCc1ccccc1
(11) COc1cccc2c(C)c(C(=O)O)[nH]c12
(12) N#C/C(=C\Nc1ccc(Cl)cc1)S(=O)(=O)c1ccccn1
(13) Cc1ccc(S(=O)(=O)N(C)C)cc1NC(=O)CCc1ccccc1
(14) CCCNC(=O)C(=O)N/N=C/c1cccs1
(15) CC(=O)N1N=C(c2cccc([N+](=O)[O-])c2)OC1c1ccc(Br)cc1 (stereo not drawn)
(16) CCN(CC)c1ccc(NC(=O)c2nc3nc(C)cc(C(F)F)n3n2)cc1

compound no.	9	10	11	12	13	14	15	16
GAA glycogen	11%	8%	-4%	4%	5%	-8%	-3%	1%
aGal spleen mod	-4%	2%	6%	-2%	1%	-3%	0%	-5%
Tau fluor counter	-20%	-2%	-19%	-10%	-13%	-2%	-12%	-23%
HTT cytoprotect	4%[10 µM]	.	35%[10 µM]	-11%[10 µM]	-32%[10 µM]	10%[10 µM]	-6%[10 µM]	2%[10 µM]
Tau FP inhib	-17%	-5%	4%	-4%	-10%	14%	3%	2%
GAA inhib	.	3%	?	.	-1%	1%	.	-4%
GAA spleen mod	2%	-1%	4%	-4%	-1%	-1%	3%	-15%
Tau ThT inhib	-11%	2%	?	-5%	-9%	-1%	2%	?

(17) COC(=O)c1ccc(OC)c(-c2c(OC)cc(OC)cc2OC)c1
(18) O=C(CN1C(=O)c2ccccc2C1=O)NCCc1c[nH]c2ccc(Cl)cc12
(19) COc1ccc(OC)c(C(C)NC(C)=O)c1 (stereo not drawn)
(20) CCP(=O)(CC)C(C)(C)CP(=O)(c1ccccc1)c1ccccc1
(21) O=C(NNC(=O)c1ccccc1-c1ccccc1C(=O)O)c1cccc([N+](=O)[O-])c1
(22) COc1cc2c(cc1NC(=O)CSc1nc3ccccc3[nH]1)oc1ccccc12
(23) CCCOc1ccc(C(=O)N(Cc2ccc(Cl)cc2)Cc2ccco2)cc1
(24) Cc1ccc(-c2c(C#N)c(N)nc3c2CCCCC3)cc1

compound no.	17	18	19	20	21	22	23	24
GAA glycogen	-10%	-3%	9%	-4%	2%	-2%	7%[76.3 µM]	-9%
aGal spleen mod	-9%	-1%	1%	8%	4%	-5%	.	-2%
Tau fluor counter	-14%	-15%	8%	-15%	11%	?	-12%	-6%
HTT cytoprotect	.	35%[0.074 µM]	-3%[10 µM]	-28%	-5%[10 µM]	8%[10 µM]	.	19%
Tau FP inhib	-14%	8%	5%	?	-1%	?	4%	-4%
GAA inhib	0%	5%	0%	3%	6%	-17%	.	2%
GAA spleen mod	5%	-17%	0%	-4%	5%	5%	.	0%
Tau ThT inhib	-3%	-7%	5%	-11%	2%	-15%	?	-8%

(25) CCOc1ccccc1NC1=C(Cl)C(=O)N(c2ccc(OC)cc2)C1=O
(26) CCOC(=O)N1CCN(C(=O)c2cccc(OC)c2O)CC1
(27) COc1ccc(-c2nnc3ccc(SCC(=O)NCc4ccco4)nn23)cc1
(28) COc1ccccc1Cn1c(=S)[nH]c2cc(C(=O)NCCN3CCOCC3)ccc2c1=O
(29) CC(=O)Nc1c(C(=O)NCc2ccccc2)nnn1Cc1ccccc1
(30) Cc1ccnc(NC(=O)COC(=O)c2ccc(F)cc2F)n1
(31) COc1ccc(-c2cc(C(=O)Nc3cc(C)nn3-c3ccccc3)no2)cc1OC
(32) Cc1cccnc1NC(=O)c1ccccc1NC(=O)C(C)(C)C

compound no.	25	26	27	28	29	30	31	32
GAA glycogen	-8%	6%	9%	-5%	-1%	1%	-1%	2%
aGal spleen mod	2%	-7%	-1%	-8%	11%	-2%	3%	0%
Tau fluor counter	-28%	-11%	-6%	-6%	-3%	-4%	-5%&-5%	2%
HTT cytoprotect	14%[0.074 µM]	1%	-3%	-11%[0.074 µM]	-8%	0%[10 µM]	-40%	22%[10 µM]
Tau FP inhib	-6%	-11%	-5%	1%	2%	-3%	-2%&-4%	5%
GAA inhib	-10%	-16%	0%	3%	1%	.	2%	-2%
GAA spleen mod	1%	4%	-5%	-2%	-2%	-3%	-19%	2%
Tau ThT inhib	?	-20%	-6%	-15%	1%	-5%	-5%&4%	-1%

Compound profiles, from the list above. Values in the order: GAA glycogen, aGal spleen mod, Tau fluor counter, HTT cytoprotect, Tau FP inhib, GAA inhib, GAA spleen mod, Tau ThT inhib
CCOc1ccccc1NC1=C(Cl)C(=O)N(c2ccc(OC)cc2)C1=O across the screens: -8%, 2%, -28%, 14%[0.074 µM], -6%, -10%, 1%, ?
CC(=O)Nc1c(C(=O)NCc2ccccc2)nnn1Cc1ccccc1 across the screens: -1%, 11%, -3%, -8%, 2%, 1%, -2%, 1%
COc1ccccc1Cn1c(=S)[nH]c2cc(C(=O)NCCN3CCOCC3)ccc2c1=O across the screens: -5%, -8%, -6%, -11%[0.074 µM], 1%, 3%, -2%, -15%
COc1ccc(-c2cc(C(=O)Nc3cc(C)nn3-c3ccccc3)no2)cc1OC across the screens: -1%, 3%, -5%&-5%, -40%, -2%&-4%, 2%, -19%, -5%&4%
Cc1cccnc1NC(=O)c1ccccc1NC(=O)C(C)(C)C across the screens: 2%, 0%, 2%, 22%[10 µM], 5%, -2%, 2%, -1%

Following part
(33) CCOc1ccc(NC(=O)Cn2c(=O)n(CC3CCC(C(=O)NCCc4ccccc4)CC3)c(=O)c3ccccc32)cc1 (stereo not drawn)
(34) C=COCCNC(=S)N1CCOCCOCCN(C(=S)NCCOC=C)CCOCC1
(35) CC(C)OC(=O)CSc1nc(N)c(C#N)c(-c2cccs2)c1C#N
(36) Cc1ccc2nc(NC(=O)CN(C)S(=O)(=O)c3ccc(Br)s3)sc2c1
(37) Cc1cc(C)c(NC(=O)c2cc(C(=O)O)ccc2C(=O)O)c([N+](=O)[O-])c1
(38) CC(OC(=O)c1cc(=O)[nH]c2ccccc12)C(=O)c1ccccc1 (stereo not drawn)
(39) CCCn1c(SC(C(=O)Nc2cc(C)ccc2OC)c2ccccc2)nc2ccccc2c1=O (stereo not drawn)
(40) CCOc1c(S(=O)(=O)NC2CC(C)(C)NC(C)(C)C2)ccc(Cl)c1Cl

compound no.	33	34	35	36	37	38	39	40
GAA glycogen	10%[76.3 µM]	6%	0%	-4%	2%	-7%	15%	23%
aGal spleen mod	.	-15%	-2%	-18%	4%	-2%	8%	-5%
Tau fluor counter	-8%	-4%	-16%	?	-7%	-11%	-12%	2%
HTT cytoprotect	.	-45%	19%	-59%[inhibitor]	6%	.	4%[10 µM]	.
Tau FP inhib	3%	7%	1%	?	-5%	-5%	-10%	3%
GAA inhib	.	-5%	11%	-3%	3%	12%	-4%	5%
GAA spleen mod	.	.	-15%	-21%	0%	-7%	7%	1%
Tau ThT inhib	-15%	-2%	-8%	-6%	-8%	10%	0%	-1%

(41) Cc1ccc(N2CCN(CCc3nc4cc(NS(C)(=O)=O)ccc4n3C)CC2)cc1
(42) COc1ccc([N+](=O)[O-])cc1NC(=O)c1cn(-c2ccc(C)c(C)c2)c(=O)c2ccccc12
(43) COc1ccccc1C(=O)OCCNC(=O)Cn1cnc2c1c(=O)n(C)c(=O)n2C
(44) COc1cc2oc(=O)c(CC(=O)NCc3ccc(OC)c(OC)c3)c(C)c2cc1Cl
(45) O=C(O)c1ccc(-n2nnnc2Oc2cccc3cccnc23)cc1
(46) Cc1ccc(NC(=O)c2nnn(-c3cc(C)cc(C)c3)c2N)cc1
(47) COc1ccc(C(=O)c2c[nH]c(C(=O)NCCCn3ccnc3)c2)cc1
(48) CCOc1ccc(NC2=NCC(=O)N2Cc2cccs2)cc1
(49) CC(=O)OCC(=O)NCc1ccc2c(c1)OCO2

compound no.	41	42	43	44	45	46	47	48	49
GAA glycogen	-7%	-2%	7%	-29%[76.3 µM]	1%	-9%	-1%	-1%	9%
aGal spleen mod	-2%	7%	-4%	.	-27%	8%	5%	-1%	-4%
Tau fluor counter	9%	6%	1%	-3%	-1%	-15%	8%	-26%	0%
HTT cytoprotect	7%	20%[10 µM]	-28%	.	9%	-46%[inhibitor]	-15%[10 µM]	-39%[inhibitor]	22%
Tau FP inhib	1%	0%	-7%	-3%	3%	-3%	1%	4%	-5%
GAA inhib	4%	6%	6%	.	3%	-2%	4%	1%	-5%
GAA spleen mod	2%	10%	-8%	.	-15%	1%	1%	-9%	0%
Tau ThT inhib	-7%	6%	0%	-4%	-7%	?	0%	-13%	-4%

High-throughput results: PubChem, National Center for Advancing Translational Sciences (NCATS)
